Bioassay records from PubChem BioAssay.
NPR1 activator = GC-A (human) enzyme activation. P16066. HEK293 GC-A cells, cGMP TR-FRET, EC30 ANP; 0% at EC30 ANP, 100% saturating ANP. activation, % at 10 µM. 370,000 tested, 0.14% active; in the data active means activation above about 40%
NPR2 activator = GC-B (human) receptor activation. HEK293-GC-B cells, CNP EC30, cGMP TR-FRET; 0% at EC30 CNP, 100% saturating CNP. activation, % at 10 µM. 370,000 tested, 0.11% active;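 active means activation at 10 µM reaching about 35% in either raw or pattern-adjusted values, limit read from the data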
mABHD4 FP = inhibits mouse alpha/beta hydrolase domain 4; purified mABHD4, FP-Rh probe fluorescence polarization; inhibition, % at 8.92 µM; 370,000 tested, 0.54% active; AID 720543;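 active means inhibition exceeding the mean over every tested compound plus 3 SD, cut at about 30% in these data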;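 further: 0% = plate median of compound wells and 100% = S159A mutant with DMSO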
Target sequence (Q8VD66 whole entry, looked up, the tested form may be a part): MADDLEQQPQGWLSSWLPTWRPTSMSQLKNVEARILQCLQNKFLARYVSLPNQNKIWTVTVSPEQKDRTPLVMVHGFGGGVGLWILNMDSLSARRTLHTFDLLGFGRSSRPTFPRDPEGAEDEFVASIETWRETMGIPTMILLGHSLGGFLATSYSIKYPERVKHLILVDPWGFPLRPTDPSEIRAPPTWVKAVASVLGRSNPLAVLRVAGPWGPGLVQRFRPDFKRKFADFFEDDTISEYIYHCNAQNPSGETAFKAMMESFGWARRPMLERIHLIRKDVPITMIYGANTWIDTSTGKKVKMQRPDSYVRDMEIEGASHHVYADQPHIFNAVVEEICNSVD
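System: mouse ABHD4 enzyme, wild type / Medium: HEPES pH 7.0, NaCl, Pluronic buffer / Reagent: FP-Rh activity-based fluorescent probe / Control set: S159A mutant high control, sample median low control / Detection: fluorescence polarization with parallel and perpendicular emission, 525/598 nm / Schedule: 45 min + 60 min at 25 °C / Compound dosing: 8.92 µM, single dose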
ASAP1 GAP inh = ASAP1 ArfGAP inhibition. Q9ULH1. inhibition, % at 16.5 µM. ASAP1-stimulated ARF1 GTP hydrolysis, GDP FP detection. 360,000 tested, 0.19% active; in the data active means inhibition above about 25%;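 further: 0% = vehicle with enzyme and substrate and 100% = no enzyme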
Rev-erbA mod = Rev-erb alpha (human) modulation | P20393 | Rev-erbα–FITC-DNA binding, fluorescence polarization, 90 min | activity, % at 10 µM | 370,000 tested, 0.79% active | AID 1259318;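 active means activity above about 14%, limit read from the data; passing the limit was not always enough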;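 further: 0% = DMSO wells with 35 nM protein and 100% = DMSO wells with 750 nM protein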
PG9 Ab binder = PG9 antibody binding by small molecule; TR-FRET gp120-PG9 antibody binding; 360,000 tested, 0.43% active; inhibition, % at 6.7 µM; in the data active means inhibition above about 8.5%
SMARCA2 act = increases SMARCA2 function in MMTV reporter cells; MG213 cells, MMTV-luciferase reporter, dexamethasone, overnight; activation, % at 9.1 µM; 370,000 tested, 1% active; in the data active means activation above about 7.8%;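 further: 0% = vehicle wells and 100% = reference activator wells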
ARFGAP1 inhibitor = rat ARFGAP1 inhibition; Arfgap1-stimulated ARF1 GTP hydrolysis, GDP FP detection; AID 651572; inhibition, % at 16.5 µM; 360,000 tested, 0.26% active; Q62848;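 active means inhibition above a per-plate limit, mean inhibition of low control wells plus 3 SD, cut at about 25% in these data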;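 further: 0% = DMSO wells with enzyme and 100% = wells lacking Arfgap1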
Target sequence (Q62848 1-136 limits assumed): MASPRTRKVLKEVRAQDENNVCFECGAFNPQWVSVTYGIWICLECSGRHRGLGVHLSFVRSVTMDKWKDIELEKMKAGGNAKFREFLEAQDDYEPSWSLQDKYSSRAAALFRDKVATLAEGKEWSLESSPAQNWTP
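Material: truncated rat Arfgap1 GAP domain; Incubation: compound-enzyme preincubation 20 min, reaction 120 min, detection 60 min, 25 °C; Read-out: percent inhibition of Arfgap1-stimulated GTP hydrolysis; Technique: FP, GDP Alexa 633 tracer displaced from anti-GDP antibody, 620/688 nm; Controls: No-Arfgap1 wells (100%) versus DMSO full-reaction wells (0%); Replication: single well per compound.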
HTRA1 inhibitor = HTRA1 (human) protease inhibition. recombinant HTRA1, FP-rhodamine activity-based probe, fluorescence polarization. 340,000 tested, 0.5% active. Q92743. inhibition, % at 5.96 µM. AID 504803; in the data active means inhibition above about 36%;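 further: 0% = enzyme with DMSO and 100% = wells lacking enzyme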
Target sequence (Q92743 whole entry, looked up): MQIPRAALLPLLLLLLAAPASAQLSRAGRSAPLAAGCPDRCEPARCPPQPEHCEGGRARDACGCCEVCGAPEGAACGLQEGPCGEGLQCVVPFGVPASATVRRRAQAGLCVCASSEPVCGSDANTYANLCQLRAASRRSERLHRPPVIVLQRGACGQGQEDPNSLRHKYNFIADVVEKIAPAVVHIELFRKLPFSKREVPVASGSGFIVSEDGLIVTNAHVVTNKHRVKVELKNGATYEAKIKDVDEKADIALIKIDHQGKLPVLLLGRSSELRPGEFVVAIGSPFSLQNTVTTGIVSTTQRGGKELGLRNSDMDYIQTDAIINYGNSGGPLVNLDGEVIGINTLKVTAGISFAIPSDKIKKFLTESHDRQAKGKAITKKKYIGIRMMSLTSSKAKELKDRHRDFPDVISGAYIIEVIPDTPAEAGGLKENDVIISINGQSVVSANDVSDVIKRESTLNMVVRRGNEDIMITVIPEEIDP
rCAG binder = molecules binding r(CAG) RNA repeats. r(CAG) RNA repeat, TO-PRO-1 dye displacement fluorescence. inhibition, % at 3 µM. 370,000 tested, 1.3% active;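 active means inhibition above the plate cutoff, the mean of all test compounds on that plate plus 3 SD, cut at about 35% in these data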;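 further: 0% = DMSO alone and 100% = 100 µM mitoxantrone as full dye displacement; higher means more dye released from RNA so lower well fluorescence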
Numbers without * were called inactive; . = no result given. Random draw from the library (roughly 4.4% active in at least one column).

SMILES	NPR1 activator	NPR2 activator	mABHD4 FP	ASAP1 GAP inh	Rev-erbA mod	PG9 Ab binder	SMARCA2 act	ARFGAP1 inhibitor	HTRA1 inhibitor	rCAG binder
CC(C)(C)c1ccc(-n2ncc3c2CCCC3NC(=O)c2cnccn2)cc1 (stereo unspecified)	-3	0	3	5	9	-0.6	2	11	-13	0
COc1ccc(OC)c(NC(=O)CSc2nc3c(c(=O)n(C)c(=O)n3C)n2C)c1	-2	1	-2	-4	6	-3.0	6	-12	-4	0
CC1CN(C(=O)c2ccc(CNS(=O)(=O)c3cccc(C(F)(F)F)c3)cc2)CC(C)O1 (stereo unspecified)	-2	-10	-2	9	4	1.2	-2	8	1	-9
O=C(N/C(=C\c1cccnc1)C(=O)N1CCC(O)CC1)c1ccccc1	-1	-2	2	8	2	-0.6	-2	6	1	0
CC(=O)N1CCc2cc(S(=O)(=O)NC(C)c3ccccc3)ccc21 (stereo unspecified)	1	1	12	-8	-2	-0.5	-3	5	4	-3
COC(CNC(=O)c1cccnc1)OC	1	3	-3	12	-3	-1.1	3	6	-4	-3
O=S(=O)(c1cccs1)N1CCC2(CC1)OCCN2S(=O)(=O)c1ccccc1	2	8	0	-17	-2	0.2	-2	2	2	2
COc1ccc(C(N)CCc2ccc(C)o2)cc1 (stereo unspecified)	0	0	5	1	-3	-2.3	0	5	12	18
Cc1ccc2sc(N(CCN(C)C)C(=O)c3ccc(S(=O)(=O)N4CC(C)OC(C)C4)cc3)nc2c1C (stereo unspecified)	0	-2	1	0	-2	-0.8	6	7	-1	-3
CCOC(=O)c1ccc(COC(=O)CNS(=O)(=O)c2ccccc2)cc1	-1	7	-5	6	-4	-1.2	1	1	-9	-5

A portion from the list above:
SMILES	NPR1 activator	NPR2 activator	mABHD4 FP	ASAP1 GAP inh	Rev-erbA mod	PG9 Ab binder	SMARCA2 act	ARFGAP1 inhibitor	HTRA1 inhibitor	rCAG binder
CC(C)(C)c1ccc(-n2ncc3c2CCCC3NC(=O)c2cnccn2)cc1 (stereo unspecified)	-3	0	3	5	9	-0.6	2	11	-13	0
COc1ccc(OC)c(NC(=O)CSc2nc3c(c(=O)n(C)c(=O)n3C)n2C)c1	-2	1	-2	-4	6	-3.0	6	-12	-4	0

Next part.
SMILES	NPR1 activator	NPR2 activator	mABHD4 FP	ASAP1 GAP inh	Rev-erbA mod	PG9 Ab binder	SMARCA2 act	ARFGAP1 inhibitor	HTRA1 inhibitor	rCAG binder
COc1ccc2nc(-c3ccccc3)[nH]c(=O)c2c1	6	-3	10	9	13	54*	3	5	6	1
O=C1C2N=NN(CC(=O)N3N=C(c4ccccc4)CC3c3ccc([N+](=O)[O-])cc3)C2C(=O)N1c1ccccc1 (stereo unspecified)	-3	4	-2	-4	-3	-0.2	-1	-11	.	14
COc1ccc(-c2oc3cccnc3c2-c2ccc(OC)nc2)cc1	19	24	-7	7	-3	-2.8	4	4	-21	-4
CC(C)(C)OC(=O)N1CCc2onc(-c3ccccc3[N+](=O)[O-])c2C1=O	-1	-4	5	-1	3	1.2	-5	2	.	-1
COc1cc(S(=O)(=O)NCc2ccc(F)cc2)ccc1-n1cnnn1	1	5	5	-1	3	1.9	-2	-13	0	1
O=C(COc1ccccc1Br)NCCC1=CCCCC1	-5	-2	-2	-7	6	-1.4	2	-9	-22	-2
CC(C)C(=O)Nc1ccc(C(=O)CN2C(=O)NC3(CCOc4ccccc43)C2=O)cc1 (stereo unspecified)	1	3	-1	-7	3	-1.7	2	-2	-11	6
COCCCNC(=O)C(=O)N/N=C/c1ccc(OCC(=O)Nc2cccc(Cl)c2C)c(OC)c1	-2	0	6	-5	8	1.1	-2	1	-1	-1
c1ccc(-c2cc(-c3ccccc3)[nH]n2)cc1	4	1	-17	-5	3	-0.1	0	5	-21	5
CC(C)(C)Cc1c(C2CCCCC2)nc2ccc(Br)cn12	-3	-4	4	1	-3	0.5	-2	-12	.	1
CN(C)c1cc[n+](CC(=O)Nc2ccc(OC(F)F)cc2)cc1	8	0	-2	-11	-8	-0.9	-4	10	-3	-1
CCCn1cnc2cc(NCc3cccs3)ccc21	2	-1	8	4	0	-1.4	3	-6	-1	-3
Cc1ccc(S(=O)(=O)c2nc(-c3ccccc3F)oc2N2CC(C)OC(C)C2)cc1 (stereo unspecified)	-2	3	6	10	-2	-1.0	2	8	8	-3
Cc1cc(NC(=O)CCC(=O)N(Cc2ccco2)C(C)(C)C(=O)NC2CCCCC2)no1	2	3	1	-2	1	-0.6	-3	7	3	-11
CCCc1c(C)nn(-c2ncccc2[N+](=O)[O-])c1C	1	-2	3	-13	-2	-0.6	3	-7	2	-3
O=C(CSc1ccc(F)cc1)NC(=O)c1ccccc1	2	2	0	9	0	1.2	-2	-1	1	1
COc1cc2c(cc1OC)CN(CCOc1ccc(Br)cc1)CC2	-2	-1	1	-1	6	2.0	-1	-6	0	-6
COc1cccc(CNC(=O)CSc2nc3c(oc4ccccc43)c(=O)n2CC2CCCO2)c1 (stereo unspecified)	0	-6	1	-11	-7	0.6	-3	5	4	1
Cc1cc(C)c(NS(=O)(=O)c2cccc3cccnc23)c(C)c1	-1	0	-2	4	0	0.6	-3	2	-5	-1
COc1ccc(OCC(=O)NC(=O)c2ccccc2)c([N+](=O)[O-])c1	-3	1	9	0	-3	-0.3	0	1	-6	1
N#CCC(=O)N/N=C/c1ccc(OS(=O)(=O)c2ccccc2)cc1	1	4	-15	-12	4	0.6	-1	7	-7	10
CCOc1ccc(NC(=O)c2ccccc2C(=O)c2ccccc2)cc1OCC	-6	-8	3	-7	-7	0.9	-1	-6	-2	-8
CN(C)c1nc(Oc2ccc(N)cc2)nc(N(C)C)n1	-6	0	-3	5	0	2.8	-4	-2	2	2
COCCCn1c(=O)c2ccccc2n2c(=S)[nH]nc12	0	-6	5	3	2	-2.8	-4	6	4	-1
Cn1cc(/C=N/Nc2ccccc2)c2ccccc21	2	0	8	12	-5	-1.8	0	-7	2	4
O=C(c1cccnc1)N1C2CCC1CC(O)(c1ccc(F)cc1)C2 (stereo unspecified)	0	3	0	11	3	0.3	1	8	-5	1
FC(F)(F)c1nc2nc(Cl)c(Cl)nc2n1CCCN1CCOCC1	3	3	-2	-3	5	-1.8	-1	4	7	1
O=S(=O)(c1ccc(S(=O)(=O)N2CCN(C3CCCCC3)CC2)cc1)N1CCCCCC1	0	0	-1	2	0	-2.2	-1	-7	0	-1
O=C(COC(=O)c1ccco1)NC12CC3CC(CC(C3)C1)C2	-3	1	4	8	7	-1.4	2	1	4	0
S=C1NCCN1CC1CCN(CCCC2CCCC2)CC1	1	-2	0	15	2	1.7	-4	0	3	-1
CCc1nc2c(OCC3COc4ccccc4O3)cccn2c1N(C)C(=O)c1ccccc1F (stereo unspecified)	-2	-2	-3	-14	0	-1.7	0	-3	.	2
CC(C)[C@@H](C(=O)NCc1ccco1)N1C(=O)N2CCc3c([nH]c4ccccc34)[C@@]2(C)C1=O	-1	-1	-2	-5	0	1.3	-1	7	-15	1
COc1ccc(S(=O)(=O)N2CCc3ccccc32)cc1C(=O)O	-2	5	-11	-20	3	-1.2	-3	-5	-1	-1
Cc1cnn(-c2nc(-c3ccccc3)cc(-c3ccccc3)n2)c1	-1	-6	-4	3	-1	-2.7	0	11	-41	4
COc1ccc(-n2c(=S)[nH]c3cc(C(=O)Nc4cc(C(N)=O)ccc4OC)ccc3c2=O)c(OC)c1	4	-2	3	6	0	0.7	-1	4	1	0
CCC(=O)N1CCCC(C(=O)NS(=O)(=O)c2cc(C)c(Cl)cc2C)CC1 (stereo unspecified)	3	0	-7	5	-1	0.0	-6	12	.	3
O=C1OC[C@H]2CCCN2C(=O)[C@@H](CC(=O)N(CCO)Cc2ccccc2)C/C=C\C[C@H]1Cc1ccc(F)cc1	5	3	1	-3	-3	-0.1	-4	2	-5	2
COC(=O)[C@H](CC(C)C)NC(=O)CC[C@H]1O[C@@H](n2ccc(=O)[nH]c2=O)[C@H](O)[C@@H]1O	4	1	-6	-9	-2	-2.2	-4	5	.	3
Cc1ccc(C2(c3ccccc3)NC(=O)N(CC(=O)N(C)C3CCS(=O)(=O)C3)C2=O)cc1C (stereo unspecified)	-3	-3	0	3	-2	-1.8	5	-6	0	0
CCn1c(COc2ccc(C)cc2)nc2ccccc21	-5	-4	2	-10	8	0.4	5	-3	1	-4
Cc1c(C(=O)O)oc2c3c(ccc12)OCCO3	3	0	-2	-3	2	-0.6	2	5	-4	4
CCN(C(=O)COC(=O)C(c1ccccc1)c1ccccc1)c1c(N)n(Cc2ccccc2)c(=O)[nH]c1=O	-2	-6	-3	7	-1	0.9	-3	-18	4	-4
CN1CCN(C(=O)/C(=C\c2cccs2)NC(=O)c2ccco2)CC1	2	4	3	6	1	-4.0	-2	-3	-1	-1
CC(=O)c1sc(=S)n(-c2ccccc2)c1C	0	2	5	-14	2	-0.3	-1	8	10	-2
COc1ccc(CCNc2ncnc3cc(OC)c(OC)cc23)cc1OC	6	3	-2	10	3	2.1	-2	4	-1	-4
Fc1cccc(-n2cc(-c3ccccc3)c3c(=S)nc[nH]c32)c1	-5	-7	4	12	-1	-0.2	0	-7	-7	13
Cc1cc(C(=O)COC(=O)c2ccccc2NCCO)c(C)n1CC1CCCO1 (stereo unspecified)	0	11	-10	5	1	-1.5	-3	11	-3	4
COCCSc1nnc(NC(=O)c2ccc(OC)c([N+](=O)[O-])c2)s1	-3	2	1	0	4	-1.9	-4	-3	7	-4
Cc1ccccc1N(CC(=O)NCCc1ccccc1)C(=O)c1ccc(N2CCCC2)nc1	0	0	-2	-2	5	1.1	-2	7	-3	-10
Cc1ccc([C@H]2C(C(=O)O)=CC[C@@H](c3cccc(Cl)c3)N2S(=O)(=O)c2ccc(C)cc2)cc1	2	-1	7	10	3	0.3	-1	2	-15	19

Later entries:
SMILES	NPR1 activator	NPR2 activator	mABHD4 FP	ASAP1 GAP inh	Rev-erbA mod	PG9 Ab binder	SMARCA2 act	ARFGAP1 inhibitor	HTRA1 inhibitor	rCAG binder
O=C(COc1c(F)c(F)c(C(F)(F)F)c(F)c1F)Nc1ccc(N2CCOCC2)c(Cl)c1	-4	0	1	25*	6	-0.8	-2	6	-13	-10
COc1ccc(-c2nc3c(s2)CCc2onc(-c4ccc(Br)cc4)c2-3)cc1	1	-7	5	13	-7	1.5	-1	-2	0	13
CCOc1ccc(NC(=S)N2CCCC2)cc1	2	2	0	-6	-2	-1.5	-1	-5	2	-5
CCN1C(=O)c2ccc(C(=O)Nc3ccc(O)cc3C)cc2C1=O	1	2	-5	5	3	-1.2	-2	11	1	0
NCc1csc(NC(=O)Nc2cccc(C(F)(F)F)c2)n1	-4	-6	5	0	-3	-0.1	-2	4	.	53*
Cc1onc(-c2ccccc2)c1C(=O)Nc1nnc(N(C)Cc2ccccc2)s1	1	0	0	11	-1	-0.4	-1	-4	-7	1
CC(C)(C)C(=O)Nc1cc(S(=O)(=O)Nc2ccc(Cl)cc2)ccc1Cl	0	8	-6	-12	3	0.6	-3	13	-22	15
COc1ccc(OC)c(/C=c2\sc3nc(-c4cccs4)nn3c2=O)c1	-4	-4	8	-3	-3	1.1	-3	0	9	8
